High-throughput results as filed in PubChem BioAssay.
hgDAF12 agonist = H. glycines DAF-12 receptor agonists, primary screen, cell-based, luminescence, HEK293, GAL4 fusion, UAS-luciferase; HEK293 GAL4-hgDAF12 UAS-luciferase reporter, agonist luminescence; normalized to butyrate control; activation, % at 6.8 µM; 1.8% of 370,000 active;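 active = activation above a cutoff set at the mean of all screened compounds plus 3 SD, cut at about 10% in these data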;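 also: 0% = DMSO wells and 100% = sodium butyrate wells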
DAX1 inh-1 = DAX1 (NR0B1) inhibitors on StAR promoter, primary screen, cell-based, luminescence, SF-1 (NR5A1), full-length DAX-1 | AID 652010, 2013 | inhibition, % at 6.8 µM | 1.1% of 370,000 active | HEK293T StAR-luciferase reporter, SF-1/DAX-1 repression relief;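 active = inhibition above the mean over all tested compounds plus 3 SD, cut at about 3.6% in these data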;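 also: 0% = DAX-1 cells with DMSO and 100% = cells lacking DAX-1 with DMSO; higher inhibition means more luminescence from relief of DAX-1 repression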
hcDAF12 agonist = H. contortus DAF-12 nuclear receptor activators, primary screen, cell-based, luminescence, HEK293, lit1-tk-luc reporter; AID 652067, 2013; activation, % at 6.8 µM; 1.4% of 370,000 active; HEK293 hcDAF-12 lit1-tk-luc reporter; 0% DMSO, 100% Δ7-dafachronic acid;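 active = activation above the mean of all tested compounds plus 3 SD, cut at about 5.5% in these data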;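 also: 100% = response to 3 µM Δ7-dafachronic acid high control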
DAX1 inh-2 = DAX1 (NR0B1) inhibitors, primary screen, cell-based, HEK293, Gal4-DAX1, luciferase luminescence. Nuclear receptor subfamily 0 group B member 1 (Homo sapiens), P51843. HEK293 Gal4-DAX1 luciferase reporter. inhibition, % at 6.75 µM. 0.99% of 340,000 active. AID 504766, 2011;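 active = inhibition above the mean over all tested compounds plus 3 SD, cut at about 4.2% in these data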;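 also: 0% = DAX1-transfected cells with DMSO and 100% = empty-vector control cells with DMSO; inhibition shows as a rise in luminescence from relieved DAX1 repression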
Target sequence (P51843 207-470 limits assumed): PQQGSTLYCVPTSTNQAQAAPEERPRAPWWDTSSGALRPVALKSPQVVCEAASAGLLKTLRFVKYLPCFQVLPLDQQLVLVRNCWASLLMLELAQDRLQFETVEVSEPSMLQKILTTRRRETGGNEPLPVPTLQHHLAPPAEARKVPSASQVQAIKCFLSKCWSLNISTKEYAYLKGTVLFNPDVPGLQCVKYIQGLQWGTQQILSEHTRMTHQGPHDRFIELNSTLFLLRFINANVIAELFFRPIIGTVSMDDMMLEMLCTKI
ssDAF12 agonist = S. stercoralis DAF-12 nuclear receptor activators, primary screen, cell-based, luminescence, HEK293, GRIP1 co-expression, lit1-tk-luc; 1% of 370,000 active; AID 652126, 2013; HEK293 ssDAF-12/GRIP1 lit1-tk-luc reporter; % of 3 µM dafachronic acid response; Nuclear hormone receptor DAF-12 (Strongyloides stercoralis); activation, % at 6.8 µM;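 active = activation above the mean over all tested compounds plus 3 SD, cut at about 0.9% in these data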;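 also: 0% = DMSO-only wells and 100% = 3 µM delta7-dafachronic acid wells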
ADAM17 inh = ADAM17 inhibitors, primary screen, biochemical, QFRET; inhibition, % at 6.95 µM; 0.83% of 370,000 active; recombinant ADAM17, EDANS/DABCYL FRET peptide cleavage;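 active = inhibition above the mean of compounds lying between control limits plus 3 SD, set per campaign, cut at about 8.5% in these data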;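 also: 0% = DMSO-only wells as the low control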
PLC-beta3 inh = human PLC-beta3 inhibitors, primary screen, biochemical, fluorescence; 1-phosphatidylinositol 4,5-bisphosphate phosphodiesterase beta-3 (Homo sapiens), Q01970; Purified PLC-beta3, fluorogenic substrate; inhibition, % at 12.2 µM; 0.18% of 370,000 active; in the data active = inhibition above about 11%;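 also: 0% = median of compound wells on plate and 100% = full blocker control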
PLC-gamma1 inh = PLC-gamma1 enzyme inhibitors, primary screen, biochemical, fluorescence, purified enzyme | fluorogenic substrate | 1-phosphatidylinositol 4,5-bisphosphate phosphodiesterase gamma-1 (Homo sapiens), P19174 | inhibition, % at 12.2 µM | 0.84% of 370,000 active; in the data active = inhibition above about 9.5%
SMARCA2 act = SMARCA2 (BRM) function activators, primary screen, cell-based, luminescence, high throughput; MG213 cells, MMTV-luciferase reporter, dexamethasone, overnight; activation, % at 9.1 µM; 1% of 370,000 active; AID 652017, 2013; in the data active = activation above about 7.8%;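 also: 0% = vehicle wells and 100% = reference activator wells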
MBD2 inh = inhibitors of MBD2 binding to methylated DNA, primary screen, biochemical, TR-FRET, DNA-binding domain, human. Methyl-CpG-binding domain protein 2 (Homo sapiens), Q9UBB5. MBD2 binding to methylated oligonucleotide. inhibition, % at 4.4 µM. 0.31% of 370,000 active; in the data active = inhibition above about 13%
Rev-erbA mod = modulators of Rev-erb alpha DNA binding, primary screen, biochemical, FITC-DNA, fluorescence polarization, uHTS; Nuclear receptor subfamily 1 group D member 1 (Homo sapiens), P20393; Rev-erbα–FITC-DNA binding, 90 min; activity, % at 10 µM; 0.79% of 370,000 active;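 active = activity above about 14%, limit read from the data; passing the limit was not always enough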;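 also: 0% = DMSO wells with 35 nM protein and 100% = DMSO wells with 750 nM protein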
Target sequence (P20393 whole entry, looked up): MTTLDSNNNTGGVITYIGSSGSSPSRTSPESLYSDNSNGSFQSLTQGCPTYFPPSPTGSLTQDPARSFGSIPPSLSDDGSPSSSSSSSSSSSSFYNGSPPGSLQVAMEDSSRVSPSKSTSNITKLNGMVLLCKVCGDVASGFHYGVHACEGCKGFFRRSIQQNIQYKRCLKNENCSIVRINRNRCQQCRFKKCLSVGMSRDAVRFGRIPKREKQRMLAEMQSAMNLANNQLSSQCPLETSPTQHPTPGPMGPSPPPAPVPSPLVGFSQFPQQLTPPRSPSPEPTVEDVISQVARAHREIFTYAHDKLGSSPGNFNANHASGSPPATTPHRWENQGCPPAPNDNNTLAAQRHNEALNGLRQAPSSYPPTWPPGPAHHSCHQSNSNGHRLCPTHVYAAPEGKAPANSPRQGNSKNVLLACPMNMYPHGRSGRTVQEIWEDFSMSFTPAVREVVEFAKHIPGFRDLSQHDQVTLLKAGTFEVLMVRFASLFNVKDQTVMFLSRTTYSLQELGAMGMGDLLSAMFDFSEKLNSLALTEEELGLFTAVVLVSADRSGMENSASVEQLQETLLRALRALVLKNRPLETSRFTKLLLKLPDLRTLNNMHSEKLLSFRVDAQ
The depositor's hits bear a star; x = no result given.

#1 CCc1cccc(OCCCn2ccnc2)c1
#2 O=C(NCc1nc2ccccc2[nH]1)C1=C[C@@H](C2CC2)C[C@@H](OCc2ccc(CO)cc2)O1
#3 N#Cc1c(NC(=O)COC(=O)c2ccc(S(=O)(=O)N3CCCC3)cc2)sc2c1CCCCC2
#4 CCOC(=O)Cc1nnc(NC(=O)c2ccco2)s1
#5 CNCc1c(OCc2ccc(F)cc2)ccc2ccccc12
#6 Cc1noc(C)c1S(=O)(=O)NC(=O)C1(C)CCN1C(=O)Cc1ccc(-c2ccccc2)cc1 (stereo not given)
#7 CSc1ncccc1C(=O)OCC(=O)NCc1ccc2c(c1)OCO2
#8 Cc1ccc(-c2nc(SCC(=O)NCC3CCCO3)c(-c3ccc(C)cc3)[nH]2)cc1 (stereo not given)
Screen / compound no.	1	2	3	4	5	6	7	8
hgDAF12 agonist	3.1	-1.2	3.7	0.9	2.4	-0.4	-2.9	-1.3
DAX1 inh-1	-0.1	-0.5	-0.8	0.4	-1.3	-0.3	-0.4	-0.5
hcDAF12 agonist	-1.7	-1.3	-1.4	-0.2	-0.4	1.0	-0.5	-1.3
DAX1 inh-2	1.2	-1.8	0.2	0.9	-0.5	x	0.9	-1.2
ssDAF12 agonist	-1.2	-1.4	-1.3	-1.4	-1.4	-1.1	-1.8	-0.8
ADAM17 inh	2	-3	0	-6	1	-2	-1	-5
PLC-beta3 inh	5	-2	3	-11	2	-1	0	-1
PLC-gamma1 inh	5	-3	0	-9	1	1	2	-4
SMARCA2 act	-4	0	1	1	-1	4	-2	-1
MBD2 inh	-6	-1	4	0	1	-4	-3	1
Rev-erbA mod	0	-6	1	-1	-5	-2	-5	-10

#9 Cc1ccc(C(=O)NC(=S)Nn2cnnc2)cc1
#10 CCCS(=O)(=O)NC(=O)C1(C)CCCN(C(=O)c2ccc3ccccc3c2)C1 (stereo not given)
#11 COc1cccc(N2CCN(C(=O)CCc3nnc4ccc(N5CCOCC5)nn34)CC2)c1
#12 Cc1ccc(C(C(=O)NCc2ccco2)N(C(=O)CNC(=O)c2cccs2)c2ccc(C)cc2C)cc1 (stereo not given)
#13 CCCCNC(=S)Nc1ccc(Oc2ccccc2)cc1
#14 CC(C)(C)NC(=S)Nc1cccc(C(F)(F)F)c1
#15 CCOC(=O)C1=C(C)OC(N)=C(C#N)C1c1ccc(OC)c(C)c1OC (stereo not given)
#16 O=C(c1nn2c(C(F)(F)F)cc(-c3cccs3)nc2c1Cl)N1CCCc2ccccc21
Screen / compound no.	9	10	11	12	13	14	15	16
hgDAF12 agonist	5.5	0.5	-0.4	0.0	-0.9	-0.4	0.4	1.2
DAX1 inh-1	0.5	0.8	0.3	-0.4	0.3	-0.7	-0.6	-0.1
hcDAF12 agonist	-0.3	-1.1	-1.9	-1.7	-0.9	-0.3	-0.9	3.6
DAX1 inh-2	2.4	x	0.3	0.7	-0.4	-1.0	0.2	1.9
ssDAF12 agonist	-1.1	-0.7	-1.2	-1.4	-2.1	-1.4	-1.5	-0.1
ADAM17 inh	-1	1	-5	-1	1	-3	-5	-1
PLC-beta3 inh	2	6	-9	-2	-1	-7	-17	-17
PLC-gamma1 inh	-2	2	0	0	0	2	-13	-12
SMARCA2 act	0	-5	-2	-1	-3	-5	-3	2
MBD2 inh	-3	-2	0	7	1	2	2	0
Rev-erbA mod	4	3	-3	2	1	1	-2	4

#17 CN(CC(=O)Nc1ccc(F)cc1)C(=O)COC(=O)c1cc(Br)c(Br)s1
#18 CCOc1cc(CCNC(=O)c2cc(-c3ccccc3)c(N3CCOCC3)s2)ccc1OC
#19 CCOC(=O)C1CCCN(C(=O)c2cc(-c3ccccc3)cs2)CC1 (stereo not given)
#20 COc1ccc(CCNC(=S)Nc2cccc(C)c2C)cc1
#21 Cc1cc(Cl)ccc1OCC(=O)N(Cc1ccco1)C1CCS(=O)(=O)C1 (stereo not given)
#22 CN(C)CCCN1C(=O)CSC1c1ccccc1 (stereo not given)
#23 C/C(CC(=O)N1CCN(C=O)CC1)=N\NC(=O)c1ccc([N+](=O)[O-])cc1
#24 Cc1c(CC(=O)N[C@@H](C)C(=O)O)c(=O)oc2c(C)c3occ(-c4ccccc4)c3cc12
Screen / compound no.	17	18	19	20	21	22	23	24
hgDAF12 agonist	0.5	-3.1	-0.2	1.9	0.3	-0.5	-2.1	-0.8
DAX1 inh-1	-0.7	-3.4	-0.7	-0.6	-0.2	-0.4	-0.6	0.2
hcDAF12 agonist	1.6	-4.7	-0.5	-1.4	-2.0	1.2	1.1	-1.2
DAX1 inh-2	1.0	x	x	-0.4	2.1	0.7	-1.4	-1.8
ssDAF12 agonist	-1.7	-1.6	-1.1	-1.2	-2.3	-0.7	0.6	-0.9
ADAM17 inh	2	-9	-2	1	-3	1	-1	-51
PLC-beta3 inh	0	2	-1	4	-3	2	2	-172
PLC-gamma1 inh	-3	1	-2	5	0	-1	-1	-125
SMARCA2 act	3	-3	-1	0	-2	-1	1	-2
MBD2 inh	0	0	-6	2	-2	-2	-14	-3
Rev-erbA mod	1	3	1	5	1	2	3	8

#25 CCOC(=O)[C@H]1[C@H]2COc3ccc(Cl)cc3[C@@H]2N2C(=O)[C@@H](C)NC(=O)[C@@]12C
#26 COc1ncccc1C(=O)N1CCCC(N2CCN(c3cccc(Cl)c3)CC2)C1 (stereo not given)
#27 O=C(NC(=O)c1ccccc1)Nc1ccccn1
#28 Cn1cc(C(=O)Nc2ccc(Cl)c(Cl)c2)cn1
#29 NCCCC[C@H]1CNC(=O)C(=O)N1CCCCC1CCCCC1
#30 Cc1[nH]nc2c1C(c1cccc(C(F)(F)F)c1)NC2=O (stereo not given)
#31 COc1ccccc1-c1csc(Nc2ccc(Oc3ccccc3)cc2)n1
#32 COc1ccc(Cc2nc3ccc(C(=O)NCc4cc(C)no4)cc3o2)cc1
Screen / compound no.	25	26	27	28	29	30	31	32
hgDAF12 agonist	1.3	-1.2	-1.1	5.6	-0.3	-0.3	1.0	7.7
DAX1 inh-1	0.0	-2.2	1.6	0.0	-0.6	-0.3	1.0	3.7*
hcDAF12 agonist	-1.4	-1.8	-0.7	-1.7	0.0	0.1	1.3	1.6
DAX1 inh-2	0.5	-0.5	-4.2	3.2	1.1	x	x	0.7
ssDAF12 agonist	-1.1	-1.0	-0.8	-0.1	-1.1	-0.1	-1.4	-0.8
ADAM17 inh	2	-2	-5	-4	-6	-1	4	-3
PLC-beta3 inh	1	-2	-3	-9	-22	-1	-2	-6
PLC-gamma1 inh	4	1	0	-4	-3	2	2	3
SMARCA2 act	0	1	-2	1	-1	-1	-2	10*
MBD2 inh	-2	1	0	1	-6	1	8	-1
Rev-erbA mod	-8	3	2	8	2	2	0	-2

Screen by screen, as entered above.
Entries 25 to 31 in MBD2 inh, in turn: -2, 1, 0, 1, -6, 1, 8
Entries 25 to 31 in ADAM17 inh, in turn: 2, -2, -5, -4, -6, -1, 4

Two records picked at random from the list so far:
#30 Cc1[nH]nc2c1C(c1cccc(C(F)(F)F)c1)NC2=O (stereo not given)
#26 COc1ncccc1C(=O)N1CCCC(N2CCN(c3cccc(Cl)c3)CC2)C1 (stereo not given)
Screen / compound no.	30	26
hgDAF12 agonist	-0.3	-1.2
DAX1 inh-1	-0.3	-2.2
hcDAF12 agonist	0.1	-1.8
DAX1 inh-2	x	-0.5
ssDAF12 agonist	-0.1	-1.0
ADAM17 inh	-1	-2
PLC-beta3 inh	-1	-2
PLC-gamma1 inh	2	1
SMARCA2 act	-1	1
MBD2 inh	1	1
Rev-erbA mod	2	3

Next part:
#33 CC(Oc1ccccc1F)C(=O)NCCN1CCCCC1 (stereo not given)
#34 Cn1cnc([N+](=O)[O-])c1SCC(O)CN1CCCCC1 (stereo not given)
#35 O=C(Nc1ccc(N2CCN(C(=O)c3ccco3)CC2)cc1)C(c1ccccc1)c1ccccc1
#36 CCOC(=O)C1Cn2c(nc3c(c2=O)C(C)(C)Cc2ccccc2-3)S1 (stereo not given)
#37 Cc1ccc(S(=O)(=O)CCC(=O)N(C)c2c(N)n(Cc3ccccc3)c(=O)[nH]c2=O)cc1
#38 N=c1c2c3c(sc2ncn1CCCN1CCOCC1)CCCCC3
#39 CC(C)N1CCN(Cc2nc(-c3ccccc3)cs2)CC1CCO (stereo not given)
#40 CCn1c(SCC(=O)N(C)C)nc2cc(S(=O)(=O)N3CCCCC3)ccc21
#41 NS(=O)(=O)c1cccc(NS(=O)(=O)c2ccc(/C=C/C(=O)O)cc2)c1
Screen / compound no.	33	34	35	36	37	38	39	40	41
hgDAF12 agonist	1.6	-1.4	-0.1	-1.5	2.3	2.0	2.5	-1.6	-0.3
DAX1 inh-1	0.6	0.1	-1.3	-1.2	1.4	0.8	-0.1	-2.8	0.6
hcDAF12 agonist	-0.9	-0.1	-1.9	-1.5	0.8	-1.3	-1.6	-2.0	-1.7
DAX1 inh-2	2.8	-0.5	0.1	-0.3	-0.1	0.5	0.1	2.5	0.5
ssDAF12 agonist	-0.5	-1.9	-1.8	-1.0	-1.3	-0.8	-1.1	-1.1	-1.0
ADAM17 inh	-3	-2	8	-11	0	0	3	-1	-2
PLC-beta3 inh	-1	4	0	-40	-5	0	3	-9	-10
PLC-gamma1 inh	3	1	4	-27	-3	2	2	4	0
SMARCA2 act	-3	3	-4	-3	-2	1	-2	-3	1
MBD2 inh	1	3	-4	4	-10	-4	-3	8	-6
Rev-erbA mod	3	-2	7	2	-6	3	-6	2	-9
